# FBW7 activator = FBW7 E3 ligase activators, primary screen, biochemical, AlphaScreen, human; AlphaScreen FBW7–phospho-cyclin E peptide binding, activator screen; normalized activity (activation), % at 26.1 µM; hit rate 0.13% among 650,000; AID 1259310, 2017; in the data active = normalized activity above about 1.9%;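 note: purified mutant Fbw7 with reduced substrate affinity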
# Target sequence (Q969H0 whole entry, looked up): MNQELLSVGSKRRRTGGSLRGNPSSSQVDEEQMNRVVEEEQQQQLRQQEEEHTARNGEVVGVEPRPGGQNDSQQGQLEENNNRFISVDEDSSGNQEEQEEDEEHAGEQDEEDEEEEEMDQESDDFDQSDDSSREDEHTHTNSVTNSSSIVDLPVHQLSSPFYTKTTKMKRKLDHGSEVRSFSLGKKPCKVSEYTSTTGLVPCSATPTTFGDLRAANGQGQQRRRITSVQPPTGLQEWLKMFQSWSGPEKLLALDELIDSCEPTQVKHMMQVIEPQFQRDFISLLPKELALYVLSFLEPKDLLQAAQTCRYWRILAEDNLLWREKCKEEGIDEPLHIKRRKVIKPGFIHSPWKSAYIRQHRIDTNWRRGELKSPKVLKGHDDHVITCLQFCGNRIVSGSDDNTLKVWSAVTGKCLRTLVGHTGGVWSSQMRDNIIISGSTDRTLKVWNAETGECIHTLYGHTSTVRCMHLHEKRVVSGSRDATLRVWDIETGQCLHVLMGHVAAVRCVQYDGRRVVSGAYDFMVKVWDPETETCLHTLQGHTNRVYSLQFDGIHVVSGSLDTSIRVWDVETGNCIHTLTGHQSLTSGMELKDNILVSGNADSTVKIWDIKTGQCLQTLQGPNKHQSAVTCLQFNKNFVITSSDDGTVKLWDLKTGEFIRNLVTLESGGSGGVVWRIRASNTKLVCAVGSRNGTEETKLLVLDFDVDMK
# MITF inh = MITF inhibitors, primary screen, biochemical, AlphaScreen, human | Microphthalmia-associated transcription factor (Homo sapiens), O75030 | AlphaScreen MITF homodimerization, bead proximity signal | inhibition, % at 2.6 µM | hit rate 0.91% among 650,000 | AID 1259374, 2018; in the data active = inhibition above about 50%;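 note: 0% = vehicle wells with protein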
# TEAD-YAP block = TEAD-YAP interaction inhibition, primary screen, TEAD-YAP interaction inhibitor project, luminescence, HEK-TIYL cells. TEAD-Gal4/YAP UAS-luciferase luminescence. inhibition, % at 9.12 µM. hit rate 1.4% among 640,000. AID 1259422, 2018; in the data active = inhibition above about 32%;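 note: 0% = median of test compound wells and 100% = reference inhibitor wells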
# GPR151 ag = activators of human GPR151, primary screen, cell-based, PathHunter beta-arrestin, luminescence. G-protein coupled receptor 151 (Homo sapiens), Q8TDV0. PathHunter beta-arrestin GPR151 cells. activation, % at 11.2 µM. hit rate 1% among 650,000; in the data active = activation above about 4.9%;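 note: 0% = median of compound wells and 100% = cells with positive control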
# Active calls of the source: *; & = joins results of further samples.
1. Cc1cc(NC(=O)C2CCCN(S(=O)(=O)c3cnc[nH]3)C2)ccc1Br (centres undefined)
2. CC1CC(C)CN(S(=O)(=O)c2ccc(C(=O)Nc3nc(-c4ccc(C(C)C)cc4)cs3)cc2)C1 (centres undefined)
3. CCOC(=O)c1cc2c(=O)n3ccccc3nc2n(CC(C)C)c1=NC(=O)COc1ccc(Cl)cc1
4. O=C(NCCc1ccccc1)c1ccc(-n2nnc3ccccc3c2=O)cc1
5. CCOC(=O)COc1ccccc1/C=C\[N+](=O)[O-]
6. CCCNC(=O)Cn1c2ccccc2c2nc(=O)cc(C)n21
7. COc1ccc(C(=O)NNC(=O)CCCCC(=O)NNC(=O)c2ccc(OC)cc2)cc1
8. COc1ccc(-n2nc3c(c2NC(=O)c2ccccc2)CSC3)cc1
9. COc1ccc(CNC(=O)c2ccc(OC(C)=O)cc2)cc1
10. COC(=O)c1c(O)c2ccccc2[nH]c1=O
Screen / compound no.,1,2,3,4,5,6,7,8,9,10
TEAD-YAP block,-2,4,1,-15,25,0,-10,0,6,-5
GPR151 ag,0.1,-2.5,-0.9,-0.2,-0.9,0.1,-0.7,1.1,0.4,2.8
MITF inh,5,14,-2,-3,0,-3,-3,-1,-3,3
FBW7 activator,-0.1,0.1,0.0,-0.1,-0.1,-0.1,-0.4,0.0,0.0,-0.1

11. CCCC(C)C(=O)Nc1nc2c(s1)C(=O)CC(C)(C)C2 (centres undefined)
12. CC(C)Sc1nnc(-c2c[nH]c3ccccc23)n1C
13. COc1ccc(NC(=O)c2ccccc2CCc2ccccc2)c(OC)c1
14. COC(=O)C1=C(C(=O)OC)C2(OC1c1cccc(F)c1)C(=O)c1ccccc1C2=O (centres undefined)
15. COC(=O)c1cc(S(=O)(=O)N2CC=C(c3ccccc3)CC2)c[nH]1
16. CC1=NN(c2cccc(Cl)c2)C(=O)/C1=C\c1ccc2c(c1)OCO2
17. Cc1cc(/C=C2\C(=O)NC(=O)N(Cc3ccccc3Cl)C2=O)c(C)n1C
18. Cc1ccc(/C=C2/C(=O)NN(c3ccc(C)c(Cl)c3)C2=O)s1
19. CC(C)n1cnc2c(Nc3ccccc3)nc(N3CCOCC3)nc21
20. COc1ccc(-n2nc3ccc(NC(=O)COc4ccc(Br)cc4)cc3n2)cc1
Screen / compound no.,11,12,13,14,15,16,17,18,19,20
TEAD-YAP block,5,-55,-13,0,20,5,5,-5,-6,-4
GPR151 ag,0.6,-0.8,1.1,0.1,-1.1,-1.2,0.0,-0.6,-0.3,0.7
MITF inh,7,1,-5,-10,13,15,10,0,-2,-2
FBW7 activator,0.1,-0.2,-0.2,-0.2,0.6,-0.3,-0.4,0.0,-0.1,0.1

# Part of the list above, as tab-separated lines.
item	Molecule	TEAD-YAP block	GPR151 ag	MITF inh	FBW7 activator
5	CCOC(=O)COc1ccccc1/C=C\[N+](=O)[O-]	25	-0.9	0	-0.1
6	CCCNC(=O)Cn1c2ccccc2c2nc(=O)cc(C)n21	0	0.1	-3	-0.1
7	COc1ccc(C(=O)NNC(=O)CCCCC(=O)NNC(=O)c2ccc(OC)cc2)cc1	-10	-0.7	-3	-0.4
8	COc1ccc(-n2nc3c(c2NC(=O)c2ccccc2)CSC3)cc1	0	1.1	-1	0.0
9	COc1ccc(CNC(=O)c2ccc(OC(C)=O)cc2)cc1	6	0.4	-3	0.0
10	COC(=O)c1c(O)c2ccccc2[nH]c1=O	-5	2.8	3	-0.1
11	CCCC(C)C(=O)Nc1nc2c(s1)C(=O)CC(C)(C)C2 (centres undefined)	5	0.6	7	0.1
12	CC(C)Sc1nnc(-c2c[nH]c3ccccc23)n1C	-55	-0.8	1	-0.2
13	COc1ccc(NC(=O)c2ccccc2CCc2ccccc2)c(OC)c1	-13	1.1	-5	-0.2
14	COC(=O)C1=C(C(=O)OC)C2(OC1c1cccc(F)c1)C(=O)c1ccccc1C2=O (centres undefined)	0	0.1	-10	-0.2
15	COC(=O)c1cc(S(=O)(=O)N2CC=C(c3ccccc3)CC2)c[nH]1	20	-1.1	13	0.6
16	CC1=NN(c2cccc(Cl)c2)C(=O)/C1=C\c1ccc2c(c1)OCO2	5	-1.2	15	-0.3

# (next part)
21. COc1ccc(C(C)=O)cc1CSc1nc2ccccc2c(=O)n1Cc1ccccc1OC
22. O=C(N/N=C/c1cccnc1)c1ccc(CN2c3cccc4cccc(c34)S2(=O)=O)cc1
23. Cc1cc(C)nc(N/N=C/c2ccc(OC(F)F)cc2)n1
24. O=C1CC(NCc2ccco2)C(=O)N1c1ccc(Br)cc1 (centres undefined)
25. COc1ccc(CCN2C(=O)CC(NCCc3ccc(S(N)(=O)=O)cc3)C2=O)cc1OC (centres undefined)
26. Cc1ccccc1C=Nc1ccccc1C#N
27. Cc1ccc(CNC(=O)c2cnn3c(C)c(Cc4ccccc4F)c(C)nc23)cc1
28. FC(F)Oc1ccccc1CN1CCC(NCc2cccnc2)CC1
29. N#Cc1cc2cc3c(cc2nc1SCC(=O)NCC1CCCO1)OCCO3 (centres undefined)
30. COc1cc(-n2c(C)nc3cc(C(=O)NCc4ccccn4)ccc32)cc(OC)c1OC
Screen / compound no.,21,22,23,24,25,26,27,28,29,30
TEAD-YAP block,-4,-6,-10,4,6,-16,-5,4,55*,-6
GPR151 ag,0.8,-2.0,-0.3,-1.8,-0.3,-0.2,2.5,-1.0,0.7,-0.7
MITF inh,-12,-6,19,-6,0,22,13,4,5,6
FBW7 activator,-0.4,0.0,0.0,0.6,0.0,0.2,-0.1,0.2,0.1,0.1

31. Cc1ccc(SCCC(=O)Nc2ccc(CC#N)cc2)cc1
32. O=[N+]([O-])c1ccc(/C=N/Nc2nc(N3CCOCC3)nc(N3CCOCC3)n2)o1
33. O=C1CCCN1CCCNc1nc(-c2ccccc2)nc2c1ncn2C1CCCCC1
34. O=C(Nc1c(-c2ccccc2)nc2ccccn12)c1cc2cc(Br)ccc2oc1=O
35. CCN(C(=O)CSc1nnc(N)s1)c1cccc2ccccc12
36. O=C1c2ccc(C34CC5CC(CC(C5)C3)C4)cc2C(=O)N1c1ccc([N+](=O)[O-])cc1
37. Cc1n[nH]c(C)c1S(=O)(=O)Nc1cccc(Cl)c1
38. CC(=O)c1cccc(NC(=O)c2cccc([N+](=O)[O-])c2C)c1
39. COc1cc(-n2cnc3cc(C(=O)NCc4ccco4)ccc32)cc(OC)c1OC
40. CCOC(=O)c1cc(C)n(-n2cnnc2)c1C
Screen / compound no.,31,32,33,34,35,36,37,38,39,40
TEAD-YAP block,-7,8,-6,4,-4,4,-10,1,-33,2
GPR151 ag,0.5,-1.0,2.4,2.0,-1.2,-0.8,0.4,0.0,-0.2,0.8
MITF inh,6,20,9,11,5,9,-3,4,-3,9
FBW7 activator,-0.3,0.5,0.2,-0.2,-0.1,0.1,-0.1,0.1,0.0,0.0

# Random excerpt: 2 records from the list
36. O=C1c2ccc(C34CC5CC(CC(C5)C3)C4)cc2C(=O)N1c1ccc([N+](=O)[O-])cc1
33. O=C1CCCN1CCCNc1nc(-c2ccccc2)nc2c1ncn2C1CCCCC1
Screen / compound no.,36,33
TEAD-YAP block,4,-6
GPR151 ag,-0.8,2.4
MITF inh,9,9
FBW7 activator,0.1,0.2

# (further entries)
41. O=C(Cc1ccc([N+](=O)[O-])cc1)NNC(=S)NCc1ccco1
42. C=CCN1CC(c2nc3ccccc3n2CCOc2ccccc2)CC1=O (centres undefined)
43. COc1ccc(C(=O)NCC(c2cccs2)S(=O)(=O)c2cccs2)cc1 (centres undefined)
44. O=C1C2N=NN(Cc3ccccc3)C2C(=O)N1c1ccccc1 (centres undefined)
45. COc1ccc(CNC(=O)CN(c2ccccc2OC)S(C)(=O)=O)cc1
46. COc1ccc2c(c1)CC(C(=O)Nc1ccc(-c3cn[nH]c3)cc1OCCN(C)C)NC2 (centres undefined)
47. COc1ccc(CCNC(=O)c2ccccc2N(C)S(C)(=O)=O)cc1
48. Cc1cccc(-c2nnc3s/c(=C\c4ccco4)c(=O)n23)c1
49. CCOC(=O)C1=C(C)Nc2nnnn2C1c1cc(OC)ccc1OC (centres undefined)
50. CCOc1cc(CN2CCc3nnc(C(CC(C)C)NC(C)=O)n3CC2)ccc1OC (centres undefined)
Screen / compound no.,41,42,43,44,45,46,47,48,49,50
TEAD-YAP block,10,-9,3,-3,5,-7&-2,-6,-1,9,11
GPR151 ag,0.1,-0.6,3.0,0.1,1.6,3.0&-0.9,-2.4,1.1,-0.6,-0.8
MITF inh,-2,8,14,6,15,18&16,-15,5,-12,20
FBW7 activator,-0.2,0.9,0.1,0.0,-0.1,0.1&0.5,0.0,-0.2,0.0,0.7

51. COC(=O)c1c(NC(=O)COc2ccc(C)cc2Br)sc2c1CCC(C)C2 (centres undefined)
52. COc1cc(NC(=O)Cn2c3ccccc3c(=O)c3cc(C)ccc32)cc(OC)c1
53. COC(=O)c1ccc(CN2CCC3(CC2)NC(=O)c2ccccc2N3)o1
54. O=C1C=C(NCc2cccnc2)C2(CCCCC2)O1
55. CCN(CC)c1ccc2nnc(CCC(=O)O)n2n1
56. CSc1ccc(S(=O)(=O)NCCc2ccc(Cl)cc2)cc1
57. Cc1ccn2c(CN(C)CCC3CCOCC3)c(C(=O)N3CCCCCC3)nc2c1
58. Cn1c2c(c(=O)n(C)c1=O)C(c1ccc(Cl)cc1Cl)C(C#N)=C(N)O2 (centres undefined)
59. CC(C)C[C@H]1NC(=O)[C@@H]2C[C@H](NC(=O)c3cccc(Cl)c3)CN2C1=O
60. COCCCNC(=O)CCc1nnc(Cc2ccc(-c3ccccc3)cc2)o1
Screen / compound no.,51,52,53,54,55,56,57,58,59,60
TEAD-YAP block,5,2,-4,18,-12,-3,5,0,10,3
GPR151 ag,1.3,-0.3,-0.3,-1.8,-0.4,0.9,-0.4,0.9,2.5,0.0
MITF inh,-8,-3,8,1,-18,-15,-15,1,14,0
FBW7 activator,-0.1,-0.1,0.1,0.0,-0.1,-0.1,0.1,0.2,0.0,0.0

61. N[C@@H](CCC(=O)N[C@H](CSN=O)C(=O)NCC(=O)O)C(=O)O
62. O=C(CCS(=O)(=O)Cc1ccccc1)Nc1nc2c(s1)CCCC2
63. COc1ccc2c(Cl)c(C(=O)N/N=C/c3ccc([N+](=O)[O-])o3)sc2c1
64. N#CC1=C(SCC(=O)Nc2ccc(F)cc2)NC(=O)CC1c1cccc([N+](=O)[O-])c1 (centres undefined)
65. Cn1c(=O)c(Cl)c(O)c2ccccc21
66. COCCCNc1nc2c(c(=O)n(Cc3ccc(Cl)cc3)c(=O)n2C)n1C
67. CCCNC(=O)C1=CC(c2ccc(C)cc2)=NS(=O)(=O)N1C
68. COC(=O)CNC(=S)NC(=O)c1ccc([N+](=O)[O-])c(C)c1
69. COc1ccccc1NS(=O)(=O)c1cccc(NC(=O)NC2(C(F)(F)F)Oc3ccc(Cl)cc3O2)c1 (centres undefined)
70. COc1ccc(C)cc1NC(=O)Nc1ccc(C(=O)N2CCCC2)cc1
Screen / compound no.,61,62,63,64,65,66,67,68,69,70
TEAD-YAP block,5,-1,9,7,6,5,-2,-2,-7,-23
GPR151 ag,-0.4,4.0,0.4,0.0,0.1,-0.7,0.7,1.0,-0.5,-8.6
MITF inh,25,1,15,11,-9,0,19,10,68*,-3
FBW7 activator,-0.1,0.0,0.1,0.3,0.0,0.0,0.9,0.8,0.0,0.8

71. Cc1cc(-c2ccccc2)nc2cc(C(=O)Nc3ccc(F)c(Cl)c3)nn12
72. COc1cc(/C=C2/C(=N)N3N=C(c4ccccc4C)SC3=NC2=O)ccc1OCCOc1cccc(C)c1
73. CCOC(=O)c1c(NC(=O)c2ccccc2[N+](=O)[O-])sc(C(C)=O)c1C
74. COc1ccc(OC(=O)c2ccccc2Cl)cc1
75. COc1ccc2nc3sc(C(=O)NC(C)C)cc3cc2c1
76. CCN1CCN(CCN2C(=O)C3C(C(=O)Nc4ccc(F)c(Cl)c4)C4C=CC3(O4)C2C(=O)NC2CCCC(C)C2C)CC1 (centres undefined)
77. C[C@@H](O)[C@@H]1NC(=O)[C@@H]2C[C@H](NC(=O)Nc3ccc(Cl)cc3Cl)CN2C1=O
78. COc1ccccc1NC(=O)CN1C(=O)CCSc2ccccc21
79. COCCNC(=O)c1nn2c(C(F)(F)F)cc(-c3ccc(F)cc3)nc2c1Cl
80. COc1cccc(OCCCCCNCCO)c1
81. COc1ccc(CN2CCNC(=O)C2CC(=O)NCc2ccc(C)s2)cc1C (centres undefined)
Screen / compound no.,71,72,73,74,75,76,77,78,79,80,81
TEAD-YAP block,-4,4,5,-3,-97,7,1,1,3,-9,-7
GPR151 ag,0.8,2.4,-1.4,-1.4,0.2,2.1,0.2,0.2,0.5,-1.8,-0.2
MITF inh,-9,3,16,-14,-1,7,11,2,-7,1,-5
FBW7 activator,0.1,-0.1,-0.1,0.4,0.2,-0.1,0.0,0.1,0.0,0.0,-0.1

# Assay outcomes from PubChem.
